Imprint erasure: genomic imprint erasure induction; mouse ES Peg3-LacZ reporter, beta-gal luminescence, 40 h; Potency, µM (top dose mostly 60.7 µM), without a hit: at the highest dose activity change, positive = activation, most hits filed as activators; 110,000 tested, 0.02% active;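 further: 0% = negative control wells on the plate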
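Imprint erasure is scored as LacZ activity from the silenced maternal Peg3 allele in feeder-free female ES cells cultured 40 h with LIF. Luminescence is normalized to in-plate negative controls and fitted to the Hill equation.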
p53ts 32C tox: p53ts cell cytotoxicity, permissive temperature; 130,000 tested, 0.93% active; H1299-p53A138V at 32C, ATP luminescence viability, 24 h; Potency, µM (doses to about 46.1 µM), inactives show at the top dose activity change, negative = cytotoxicity, actives largely listed as cytotoxic;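 further: 0% = DMSO and -100% = full killing by reference compound; nearly all actives have a fitted effect of over 55% in size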
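Viability by ATPlite luminescence after 24 h compound treatment (up to 46 uM) at the permissive 32C. Cells are H1299 carrying p53 A138V. Scale runs from DMSO basal to 100 uM tamoxifen as full kill; AC50 from Hill fits.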
IkB sig inh: suppresses IkB signaling in ABC-DLBCL reporter cells; ABC-DLBCL IkBa-CBG/CBR dual luciferase ratio, 4 h; response scale: scaled: untreated 0%, proteasome inhibitor 100%; Potency, µM (doses to about 57.1 µM), for the others: at the top dose IkBa stabilization activation; 110,000 tested, 0.04% active; AID 445; active means well fitted curve in the direction sought with a large enough effect in the signal ratio, not every such curve was filed as active; inconclusive means small, poorly fitted or top-dose-only effect, or a change in a side signal; the % refers to the signal ratio;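 further: the direction sought is a rising ratio; 0% = basal untreated cells and 100% = reference inhibitor full response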
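In this assay, an IκBα–CBG68 fusion accumulates when IKK-driven degradation is blocked; native CBR normalizes for cell number. OCI-Ly3 cells were treated 4 h with compound and doxycycline, then green and red light read after Chroma-Glo addition.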
p53ts 39C kill: p53ts cell cytotoxicity, nonpermissive temperature. H1299-p53A138V viability at 39C, ATP luminescence, 24 h. Potency, µM (doses to about 46.1 µM), inactives show top-dose activity change, negative = cell killing, usual class: cytotoxic. 130,000 tested, 1.5% active; further: nearly all actives have a fitted effect of over 55% in size
Starred values were filed as active, the others as inactive; ? = inconclusive; / = no result given; [ ] = another dose, or the depositor's remark. Unless noted, the call rests on the fitted dose curve; in most records, active means well fitted curve in the direction sought with a large enough effect; inconclusive means small, poorly fitted or top-dose-only effect, or another doubt; inactive means no such curve, though single readings can be large; an effect the other way counts as inactive or inconclusive. Unless noted, on the % scale 0 is the no-effect control and ±100 the full control effect; potency means the concentration at half of the fitted maximal effect. Compounds were not picked by outcome. About 1.8% of those tested had a hit in this group.

#	compound	Imprint erasure	p53ts 32C tox	IkB sig inh	p53ts 39C kill
1	COc1ccc(NC(=O)N2CCOc3ccc(Cl)cc32)cc1	-11%[10.9 µM]	13%	-1.7%	-7%
2	CN1CCN(CC(=O)Nc2ccc(Oc3ccccc3)cc2)CC1	-22%	-11%	1.3%	-1%
3	COC(=O)Cc1c(C)nc2nc(NCc3ccc(Cl)cc3)[nH]n2c1=O	-7%	-11%	10%	-3%
4	O=C(CSc1nnc(-c2ccc(Cl)cc2)o1)Nc1ccc(F)cc1	-11%[10.9 µM]	?	?	?
5	COc1ccc(CCn2nnnc2C(CC(C)C)N2CCC(C(N)=O)CC2)cc1OC (centres undefined)	-6%	39%[activator]	-1.2%	-9%
6	CC(=O)O[C@H]1C(=O)[C@@]2(C)[C@H]([C@H](OC(=O)c3ccccc3)[C@]3(O)C[C@H](OC(=O)[C@H](O)[C@@H](NC(=O)c4ccccc4)c4ccccc4)C(C)=C1C3(C)C)[C@]1(OC(C)=O)CO[C@@H]1C[C@@H]2O	-16%	17%	0.3%	36%[activator]
7	CCOc1ccc(C2CC(=O)n3nc(-c4ccc(C)cc4)nc3S2)cc1OC (centres undefined)	-1%[10.9 µM]	7%	-2.4%	4%
8	C=CCn1c(=O)c(C(=O)Nc2nnc(C)s2)c(O)c2ccccc21	7%	5%	-1.8%	3%
9	Nc1c(C(=O)NCc2ccc3c(c2)OCO3)nnn1CC(=O)Nc1ccc(Br)cc1	16%[10.9 µM]	-2%	?	21%
10	O=C(CC1C(=O)OCN1C(=O)OCc1ccccc1)OCC(=O)c1ccccc1 (centres undefined)	-4%	6%	0.6%	6%
11	CCCCNC(=O)Nc1ccc(Br)cn1	-6%	0%	?	-8%
12	CN(C)CCCNC(=O)C(=O)NCC(c1ccc2c(c1)OCO2)N1CCOCC1 (centres undefined)	28%[10.9 µM]	3%	4.7%	-11%
13	CCC(=O)N1CC23C=CC(CC2CC12CCCCC2)O3 (centres undefined)	3%	1%	0.3%	6%
14	CC1(C(=O)NCCCNc2ncc(C(F)(F)F)cc2Cl)C=CC2(CCCCC2)N1C(=O)c1ccccc1 (centres undefined)	-11%	?	/	?
15	CCOC(=O)c1cnc2ccc(C)cc2c1NCCO	/	-3%	/	-13%
16	Nc1c(C(=O)NCCN2CCOCC2)c2nc3ccccc3nc2n1CCc1ccccc1	-11%	?	-2.9%	6%
17	CC(C)c1nc2oc3c(=O)[nH]cnc3c2c2c1CCC2	4%	2%	0.8%	23%
18	O=C(CSc1nc2c(c(=O)[nH]1)CCCC2)Nc1ccccc1C(F)(F)F	-9%[10.9 µM]	-2%	1.1%	-4%
19	CCCN1C(=O)c2[nH]nc(-c3ccccc3O)c2C1c1ccc(OCc2ccccc2)c(OC)c1 (centres undefined)	-7%[10.9 µM]	26%	?	?
20	Cn1c(SCc2nnc(-c3ccccc3Br)o2)nc2sc3c(c2c1=O)CCC3	-16%	6%	?	-9%
21	Cc1ccc(S(=O)(=O)NCC2CCC(C(=O)NCCc3ccc(Cl)cc3)CC2)cc1 (centres undefined)	-14%[10.9 µM]	-13%	-1.2%	-13%
22	COC(=O)c1scc(-c2ccc(C)cc2)c1S(=O)(=O)Nc1cccc(Cl)c1C	-8%[10.9 µM]	7%	?	12%
23	COc1ccc(S(=O)(=O)N(C)CC(=O)NC2CCCCC2)cc1OC	?	-2%	0.1%	11%
24	CCCCN1CC(C(=O)NC2CCCCC2)CC1=O (centres undefined)	-21%	0%	-0.6%	-3%
25	COc1ccc(Cl)cc1NC(=O)Cn1ncc2c3ccccc3n(C)c2c1=O	-8%[10.9 µM]	-8%	?	-2%
26	Cc1ccc(CNC(=O)CN2C(=O)COc3ccccc32)cc1	-9%[10.9 µM]	-7%	0.9%	?
27	COc1ccc(OC)c2[nH]c(=O)c(CCNC(=O)COc3ccccc3)cc12	-10%	-2%	-1.5%	-5%
28	O=C(c1ccco1)N1CCC2(CC1)CN(c1cccc(-c3ccccc3)c1)C2	/	-3%	3.2%[11.4 µM]	1%
29	CCOC(=O)c1ccc(NC(=O)C2CC(=O)N(c3ccc(C(C)C)cc3)C2)cc1 (centres undefined)	-14%[10.9 µM]	-9%	-0.8%	5%
30	COc1cccc(Cn2nnc3c(=O)[nH]c(C4CCCN(C(=O)c5ccc(C)cc5)C4)nc32)c1 (centres undefined)	29%[10.9 µM]	10%	-0.1%	-12%
31	COc1ccc(-c2cc(C(F)(F)F)nc(SCCC(=O)NCc3ccco3)n2)cc1	-5%	-11%	1.8%	-5%
32	O=C(O)C1C2C=CC3(CN(Cc4ccncc4)C(=O)C13)O2 (centres undefined)	-11%	-5%	0.7%	4%
33	Cc1nc2ccn(Cc3ccco3)c(=O)c2cc1C(=O)N1CCN(c2ccc(F)cc2)CC1	-9%[10.9 µM]	-7%	?	14%
34	CCn1c(=O)[nH]c2ccccc21	-2%	7%	0.1%	-9%
35	O=C(O)c1ccc(Cl)cc1NC(=O)C1CCCO1 (centres undefined)	3%	1%	4.1%	3%
36	COc1ccccc1CCNC(=O)C(=O)NCC(c1ccco1)S(=O)(=O)c1ccccc1 (centres undefined)	-8%[10.9 µM]	-5%	-1.0%	11%
37	COc1ccccc1-c1cc(C(F)(F)F)nc(S(=O)(=O)CCCC(=O)Nc2cc(C)on2)n1	-31%[inhibitor]	?	?	?
38	CCOc1ccc(CN2CCN(c3ncnc4sc5c(c34)CC(C)CC5)CC2)cc1 (centres undefined)	-11%[10.9 µM]	13%	?	11%
39	Cc1cc(C)n(-c2nc(NC(C)(C)C)nc(NC(C)(C)C)n2)n1	3%	-1%	4.5%	-8%
40	Cn1cccc1P(=O)(c1cccn1C)c1cccn1C	-10%	-6%	-1.1%	4%
41	COc1ccc(S(=O)(=O)N2CCN(S(=O)(=O)c3ccc4c(c3)OCCO4)CC2)cc1	-8%	-6%	-0.6%	-5%
42	[O-]/[N+](=C\c1ccncc1)c1ccccc1	-9%	-2%	0.1%	2%
43	Cc1cc(C)cc(-n2nnnc2SCC(=O)N2CCOCC2)c1	/	6%	/	4%
44	CN(C(=O)c1ccc2c(c1)N(Cc1ccccc1F)C(=O)c1ccccc1S2(=O)=O)C1CCCCC1	19%[10.9 µM]	28%	?	-13%
45	COc1ccccc1N1CCN(C(=O)c2ccc(S(=O)(=O)N3CCCC3)cc2)CC1	9%	-2%	1.5%	20%
46	Cn1c(=O)c2c(nc(N3CCCCCC3)n2Cc2cccc3ccccc23)n(C)c1=O	-5%	6%	1.1%	10%
47	CC(C)CN(CCCNC(=O)CN1C(=O)CSc2ccc(S(=O)(=O)N3CCOCC3)cc21)CC(C)C	-9%[10.9 µM]	-3%	?	-28%
48	COc1cccc(C2C3CN(C)CC=C3C(C#N)=C(N)C2(C#N)C#N)c1OC (centres undefined)	8%	3%	0.5%	-5%
49	O=C(O)c1ccccc1NC(=O)C1CCCO1 (centres undefined)	2%	5%	-0.3%	0%
50	COc1ccccc1NC(=O)c1cc(Cl)ccc1NC(=O)c1ccco1	-10%	-4%	4.5%	-11%

An excerpt from above in order of SMILES length, low to high.
#	compound	Imprint erasure	p53ts 32C tox	IkB sig inh	p53ts 39C kill
49	O=C(O)c1ccccc1NC(=O)C1CCCO1 (centres undefined)	2%	5%	-0.3%	0%
42	[O-]/[N+](=C\c1ccncc1)c1ccccc1	-9%	-2%	0.1%	2%
45	COc1ccccc1N1CCN(C(=O)c2ccc(S(=O)(=O)N3CCCC3)cc2)CC1	9%	-2%	1.5%	20%

Remaining list, next part:
#	compound	Imprint erasure	p53ts 32C tox	IkB sig inh	p53ts 39C kill
51	COc1cccc(Nc2ncc3nc(CCc4ccccc4)c(=O)n(C4CC4)c3n2)c1	/	-4%	-1.6%[11.4 µM]	15%
52	CCn1nnnc1SCC(=O)Nc1cccc(C)n1	-5%	1%	0.3%	3%
53	COC(=O)c1ccc(CS(=O)(=O)c2ccccc2C)o1	2%	2%	-1.1%	-15%
54	CCCOc1ccc(-c2nonc2NC(=O)c2oc3ccc(Cl)cc3c2C)cc1OCCC	-6%[10.9 µM]	-4%	0.5%	-23%
55	CCOC(=O)CNC(=O)C(NC(=O)C1CCC(C)CC1)C(C)CC (centres undefined)	-11%	6%	-1.1%	-9%
56	O=c1oc2ccccc2cc1-c1nnc(-c2cccc(Br)c2)o1	/	-9%	3.9%	5%
57	Cn1c(=O)c2c(nc(N3CCOCC3)n2CC(=O)c2ccccc2)n(C)c1=O	5%	-1%	-1.4%	-10%
58	CCOC(=O)c1c(NC(=O)CSc2nnc(CNC(=O)c3ccco3)n2C)sc2c1CCC2	-13%	-4%	-2.7%	0%
59	Cc1ccc(-c2csc(N3CCC(C(N)=O)(N4CCCCC4)CC3)n2)cc1	-6%	-5%	0.4%	-4%
60	COc1ccc(NC(=O)c2c(-c3ccccc3)c(-c3ccccc3)nn(C)c2=O)c(OC)c1	9%[10.9 µM]	9%	?	6%
61	CCCN(C(=O)Cn1c(=O)oc2cc(Cl)ccc21)c1ccc(C(C)C)cc1	-7%[10.9 µM]	12%	?	29%
62	CCn1cc(C(=O)N2CCN(C3CCCCC3)CC2)c2cc(OC)c(OC)cc2c1=O	20%	3%	-0.2%	-7%
63	CCOc1ccc2c(c1)c(=O)c(S(=O)(=O)c1ccc(C)cc1)cn2Cc1ccccc1Cl	-15%[10.9 µM]	4%	-2.4%	-25%
64	CCN1C(C(=O)c2ccccc2)=C(OC(=O)COc2ccc(OC)cc2)c2ccccc2S1(=O)=O	-12%[10.9 µM]	2%	?	?
65	CCOc1ccc(NC(=O)Cn2c(=O)n(CCc3ccccc3)c(=O)c3c4c(sc32)CN(C(C)=O)CC4)cc1	2%[10.9 µM]	16%	-0.9%	-38%
66	CCn1c(COc2ccccc2)nnc1SCC(=O)CC(=O)Nc1ccccc1OC	-7%	8%	?	-7%
67	CN1CCc2cccc3c2[C@H]1Cc1ccc(O)c(O)c1-3	-54%[inhibitor]	25µM*	7.0%	6.3µM*
68	COC(=O)c1sc2cccc(F)c2c1S(=O)(=O)N1CCN(c2ccccc2OC)CC1	-11%[10.9 µM]	4%	0.5%	?
69	CCCCCCN(C(=O)CCCCCN1C(=O)NC(c2ccc(-c3ccccc3)cc2)C(C(=O)OCc2ccccc2)=C1C)C(C(=O)NCCCC)c1ccc(OCC(=O)O)c(C(=O)O)c1 (centres undefined)	-7%	10%	/	15%
70	COc1cccc(-c2cc(C(=O)N3CCCc4ccccc43)no2)c1	-16%	?	?	?

6 entries from above, screen by screen.
#53 COC(=O)c1ccc(CS(=O)(=O)c2ccccc2C)o1
#54 CCCOc1ccc(-c2nonc2NC(=O)c2oc3ccc(Cl)cc3c2C)cc1OCCC
#55 CCOC(=O)CNC(=O)C(NC(=O)C1CCC(C)CC1)C(C)CC (centres undefined)
#56 O=c1oc2ccccc2cc1-c1nnc(-c2cccc(Br)c2)o1
#57 Cn1c(=O)c2c(nc(N3CCOCC3)n2CC(=O)c2ccccc2)n(C)c1=O
#58 CCOC(=O)c1c(NC(=O)CSc2nnc(CNC(=O)c3ccco3)n2C)sc2c1CCC2
screen / no.,53,54,55,56,57,58
Imprint erasure,2%,-6%[10.9 µM],-11%,/,5%,-13%
p53ts 32C tox,2%,-4%,6%,-9%,-1%,-4%
IkB sig inh,-1.1%,0.5%,-1.1%,3.9%,-1.4%,-2.7%
p53ts 39C kill,-15%,-23%,-9%,5%,-10%,0%

The results go on:
#	compound	Imprint erasure	p53ts 32C tox	IkB sig inh	p53ts 39C kill
71	CCOC(=O)c1nnn(CC(=O)NC(=O)Nc2ccc(F)cc2)c1C(=O)OCC	10%[10.9 µM]	-5%	?	45%[activator]
72	Nc1ccc(S(=O)(=O)c2cccc(N)c2)cc1	-8%	-4%	2.2%	-2%
73	Cc1ccc(-c2noc(CSc3nnc(C)n3-c3ccc(F)cc3)n2)cc1	14%[10.9 µM]	0%	?	-14%
74	COCCNCC(=O)C12CC3CC(CC(C3)C1)C2	-20%	-3%	3.6%	-4%
75	O=C(CNC(=O)c1ccccc1Cl)OCc1cc(=O)n2nc(C3CC3)sc2n1	-7%[10.9 µM]	-2%	-2.6%	9%
76	O=C(CSc1nc2c([nH]c3ccccc32)c(=O)n1-c1ccc(Cl)cc1)NC1CCCCC1	-11%[10.9 µM]	4%	?	10µM*
77	CCC(=O)N1CCN(c2ccc(NC(=O)c3cc4ccccc4o3)cc2)CC1	/	7%	/	5%

Screening results (PubChem BioAssay)
